# Screens from PubChem BioAssay.
# ATXN2 expr inh – inhibitors of ATXN2 expression; AID 1745845; HEK-293 ATXN2-luciferase reporter, luminescence, 24 h; Potency, µM (titrated, usually from 57 µM), for inactives: top-dose activity change, negative = inhibition, actives largely listed as inhibitors; 360,000 compounds, 0.72% hits; further: potency means the concentration at half of the fitted maximal effect; on the % scale 0 is the no-effect control and ±100 the full control effect; nearly all actives have a fitted effect of over 55% in size
#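 qHTS (up to 57 uM final) was run with 24 h compound exposure of reporter cells at 37 °C. Each well was multiplexed: SteadyGlo luminescence measured ATXN2-luciferase expression after a fluorogenic Gly-Phe-AFC viability readout (25 uM final).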
# IL-1B inflam inh – blocks inflammasome-driven IL-1 beta release; THP-1 LPS/ATP IL-1B secretion, AlphaLISA, 16 h; hits give low values; 360,000 compounds, 4.7% hits; AID 743279; activity change, % at 57.5 µM; in the data active means activity change below about -50%; inconclusive means mostly about -30% to -49%; further: on the % scale 0 is the no-effect control and ±100 the full control effect
#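 Secreted IL-1B measured by AlphaLISA bead assay after 16 h compound exposure of THP-1 cells; compounds (final up to 57.5 uM) added 1 h before LPS (250 ng/mL) and ATP (1.25 mM) stimulation; lower signal means less secretion.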
# KB-3-1 tox – KB-3-1 parental cell cytotoxicity; Potency, µM (top dose mostly 46.1 µM), for inactives: at the highest dose activity change, negative = cytotoxic, usual class: cytotoxic; KB-3-1 viability, CellTiter-Glo ATP luminescence, 72 h; 400,000 compounds, 1.4% hits; further: potency means the concentration at half of the fitted maximal effect; on the % scale 0 is the no-effect control and ±100 the full control effect; nearly all actives have a fitted effect of over 60% in size
#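 Cytotoxicity measured as CellTiter-Glo luminescence after 72 h at 37 C. Compound titrations were pinned onto drug-naive KB-3-1 parental adenocarcinoma cells grown in DMEM with 10% FBS, and normalized data fitted to concentration-response curves.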
# SW480 rerep – DNA re-replication induction in SW480 cells. SW480 DNA re-replication, Hoechst DNA content imaging, 48 h. Potency, µM (series often up to 46.1 µM), without a hit: at the highest dose re-replication activation, actives largely listed as activators. 340,000 compounds, 1.8% hits. AID 624297; further: potency means the concentration at half of the fitted maximal effect; % of control where 0% means no effect; nearly all actives have a fitted effect of over 55% in size
#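 DNA re-replication was detected as more nuclei of elevated Hoechst intensity after 48 hr exposure to compound (23 nL pinned per well of 250 cells).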
# MCF10A rerep – inducers of DNA re-replication in MCF 10A breast cells | MCF 10A DNA re-replication, Hoechst nuclear intensity, 48 h | Potency, µM (doses to about 46.1 µM), without a hit: at the top dose activity, positive = re-replication, most hits filed as activators | 350,000 compounds, 2.9% hits | AID 624296; further: potency means the concentration at half of the fitted maximal effect; % of control where 0% means no effect; nearly all actives have a fitted effect of over 50% in size
# HT1080NT lethal – kills 2HG-producing HT-1080-NT fibrosarcoma cells. 360,000 compounds, 1.6% hits. Potency, µM (doses to about 46.1 µM), for inactives: at the top dose activity, negative = less viability, most hits filed as cytotoxic. HT-1080-NT fibrosarcoma viability, CellTiter-Glo ATP luminescence, 48 h. AID 686970;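 further: NT is the 2HG producing partner of a matched IDH1 knockdown line; potency means the concentration at half of the fitted maximal effect; 0% = DMSO-treated cells and -100% = media-only wells without cells; nearly all actives have a fitted effect of over 55% in size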
#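 Compounds were tested in concentration-response format on HT-1080-NT cells for 48 hours at 37 degrees C. Cell viability came from CellTiter-Glo luminescence; curves were classified by r2, response magnitude and activity.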
# KB-V1 MDR tox – kills drug-selected multidrug resistant KB-V1 cells; Potency, µM (top dose mostly 46.1 µM), without a hit: at the highest dose activity change, negative = cytotoxicity, actives largely listed as cytotoxic; KB-V1 MDR cells viability, CellTiter-Glo, 72 h; AID 1347076; 400,000 compounds, 3.4% hits; further: potency means the concentration at half of the fitted maximal effect; on the % scale 0 is the no-effect control and ±100 the full control effect; nearly all actives have a fitted effect of over 60% in size
#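 Cytotoxicity toward P-gp-expressing KB-V1 cells was determined as loss of CellTiter-Glo luminescence after 72 h at 37 degrees C. Compounds were tested in quantitative HTS format across a concentration range, with curves fitted to normalized data.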
# S2 tox – cell viability loss in ATXN counter-screen; Potency, µM (titrated, usually from 56.7 µM), most hits filed as cytotoxic; S2 cells (HEK-293 line with an ATXN2-luciferase reporter) viability, CellTiter-Fluor protease fluorescence, 24 h; 400,000 compounds, 0.49% hits; further: potency means the concentration at half of the fitted maximal effect; nearly all actives have a fitted effect of over 40% in size
# HT1080 IDH1KD tx – toxicity to HT-1080 IDH1 knockdown cells (counter line); HT-1080 IDH1 knockdown viability, ATP luminescence, 48 h; Potency, µM (doses to about 46.1 µM), inactives show at the highest dose activity, negative = toxicity, usual class: cytotoxic; 360,000 compounds, 2% hits; AID 686971;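 further: potency means the concentration at half of the fitted maximal effect; 0% = DMSO wells and -100% = cell-free medium wells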
#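 Knockdown cells (IDH1KD HT-1080) received compounds 2 h after plating at 750 cells/well and were kept 48 h at 37 °C in 5% FBS RPMI. A CellTiter-Glo luminescence read gave % activity for curve fitting.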
# Active calls of the source: *; i = inactive; ? = inconclusive; . = no result given; & = joins results of further samples; [ ] = dose if it differs, or a comment. Unless noted, the call rests on the fitted dose curve; in most records, active means well fitted curve in the direction sought with a large enough effect; inconclusive means small, poorly fitted or top-dose-only effect, or another doubt; inactive means no such curve, though single readings can be large; an effect the other way counts as inactive or inconclusive.
entry	SMILES	ATXN2 expr inh	IL-1B inflam inh	KB-3-1 tox	SW480 rerep	MCF10A rerep
1	O=S(=O)(Nc1cc(Cl)cc(Cl)c1)N1CCOCC1	-5%	0	-8%	2%	6%
2	CN1CCCCC1(C)C(=O)NCc1ccc(F)cc1 (centres undefined)	14%	32	0%	.	.
3	CC(C)CCNC(=O)c1cc2c(=O)[nH]c3ccccc3c2s1	.	5	2%	-30%	0%
4	O=C(CCc1ccccc1)NCCSCc1c(F)cccc1Cl	2%	3	1%	-1%	3%
5	O=C(O)c1cccc(N=NN2CCCCCC2)c1	-9%	0	1%	-10%	-1%
6	CCC(=O)Nc1cc(SCCO)cc([N+](=O)[O-])c1	2%	-6	-3%	4%	6%
7	CC(CN1CCOCC1)OC(=O)c1cccs1 (centres undefined)	7%	3	0%	-10%	-1%
8	Cc1c(Cl)cccc1Nc1nc(NCCO)c2ccccc2n1	-12%	-108*	?	-5%	14%
9	Cc1cc(C)c(CN2CCN(Cc3ccc(C)o3)C(CCO)C2)c(-n2cccn2)c1 (centres undefined)	-23%	-7	0%	1%	1%
10	CN(C)CCCNC(=O)c1cc(C(=O)c2cccc(Cl)c2Cl)c[nH]1	-14%	-58*	-11%	?	10%
11	COCCNC(=O)C(=O)N/N=C(\C)CC(=O)Nc1ccc2c(c1)OCO2	-3%	9	2%	-8%	-3%
12	COc1ccc(NC(=O)CN2C(=O)NC(c3ccccc3)(c3ccccc3)C2=O)cc1OC	-16%	-18	0%	2%	17%

entry	HT1080NT lethal	KB-V1 MDR tox	S2 tox	HT1080 IDH1KD tx
1	-27%	?	i	2%
2	26%	4%	i	24%
3	8%	-7%	i	13%
4	16%	0%	i	1%
5	7%	?	i	4%
6	-7%	-21%	i	4%
7	11%	29%	i	10%
8	?	-17%	i	?
9	?	?	?	?
10	-23%	17%	i	-26%
11	-5%	-5%	i	20%
12	-14%	5%	i	-20%

# Next section; the last 3 above are carried over.
entry	SMILES	ATXN2 expr inh	IL-1B inflam inh	KB-3-1 tox	SW480 rerep	MCF10A rerep
10	CN(C)CCCNC(=O)c1cc(C(=O)c2cccc(Cl)c2Cl)c[nH]1	-14%	-58*	-11%	?	10%
11	COCCNC(=O)C(=O)N/N=C(\C)CC(=O)Nc1ccc2c(c1)OCO2	-3%	9	2%	-8%	-3%
12	COc1ccc(NC(=O)CN2C(=O)NC(c3ccccc3)(c3ccccc3)C2=O)cc1OC	-16%	-18	0%	2%	17%
13	CC(C)CCNC(=O)Cc1ccc(Nc2nc(=S)[nH]c3ccccc23)cc1	9%	-65*	-10%	-3%	-1%
14	COc1ccc(C(=O)N/N=C(\C)CC(=O)NC2CCCCC2)c(OC)c1	8%	-12	6%	4%	5%
15	CCC(=O)N1CCN(c2nc(CC)nc3sc4c(c23)CCCC4)CC1	4%	-23	1%	2%	13%
16	COCCCNC(=O)CCC(=O)NNc1nc2ccccc2c2nc(C)nn12	2%	13	0%&7%	1%	-1%
17	CC(=O)c1sc(NC(=O)c2cccc(N3C(=O)CCC3=O)c2)nc1-c1ccccc1	-9%	-4	4%	-3%	1%
18	NS(=O)(=O)c1cccnc1Nc1cccc(C(F)(F)F)c1	5%	-6	-12%	2%	-1%
19	O=C(CSc1nnc(-c2cccnc2)n1-c1ccccc1)Nc1ccccn1	-5%	23	2%	4%	?
20	CNCc1c(C)nn(-c2ccccc2)c1C	-10%	23	-3%	-5%	0%
21	CCOC(=O)N/N=C(\C)c1ccc(-n2cnnn2)cc1	3%	22	14%	12%	-14%
22	Cc1cc(C(=O)OCn2nnc3ccccc3c2=O)c(C)n1-c1ccccc1	44%[activator]	-9	-22%	1%	12%
23	Cc1nc(-c2ccc(S(=O)(=O)N3CCCN(CCc4ccccc4)CC3)s2)cs1	-10%	.	?	4%	?
24	COC(=O)Cc1c(C)c2ccc(OCC(=O)N3CCCC(C)C3)c(C)c2oc1=O (centres undefined)	-34%	-4	-27%	?	8%

entry	HT1080NT lethal	KB-V1 MDR tox	S2 tox	HT1080 IDH1KD tx
10	-23%	17%	i	-26%
11	-5%	-5%	i	20%
12	-14%	5%	i	-20%
13	-4%	-13%	?	2%
14	9%	24%	i	10%
15	-28%	?	i	-15%
16	9%	-2%&26%	i	8%
17	7%	19%	i	6%
18	0%	?	i	-21%
19	0%	-3%	i	2%
20	15%	-18%	i	15%
21	11%	2%	i	19%
22	-3%	-25%	i	-20%
23	?	?	i	?
24	-24%	-15%	i	-6%

# The list goes on.
entry	SMILES	ATXN2 expr inh	IL-1B inflam inh	KB-3-1 tox	SW480 rerep	MCF10A rerep
25	Cc1ccccc1-c1cnc(C(O)c2ccc(Cl)cc2)[nH]1 (centres undefined)	6%	-2	0%	.	.
26	C#CCNC(=O)c1ccc2sc([C@H]3C[C@H](O)[C@@H](CO)O3)nc2c1	1%	107	0%	.	.
27	CN(Cc1ccccc1)N=Nc1nc[nH]c1C(N)=O	9%	28	-16%	.	.
28	CCC(=O)N1CCN(c2ccccc2NC(=S)NC(=O)c2ccco2)CC1	-3%	-7	-4%	2%	-3%
29	Cc1ccc(C(=O)N/N=C\C=C\c2ccc(Br)cc2)cn1	.	20	0%	?	11%
30	O=C(NC(=S)NCCN1CCOCC1)c1ccc(Cl)cc1	0%	8	17%	0%	-2%
31	Cc1cc(C)c(S(=O)(=O)N2CCC3(CC2)OCCN3S(=O)(=O)c2cccs2)c(C)c1	-5%	-10	-29%	?	?
32	Cc1[nH]n(-c2ccccc2)c(=O)c1N=Nc1ccc(C(=O)O)cc1	3%	19	2%	-11%	0%
33	O=C(Cn1c(=O)n(Cc2ccccc2)c(=O)c2sc3ccccc3c21)Nc1ccccc1F	-5%	.	-4%	.	.
34	Cc1ccc(-c2nnc(-c3ccccc3)c(N3CCOCC3)n2)cc1	-4%	15	?	?	?
35	O=C(NCCN1CCCCCC1)C1CCCN1S(=O)(=O)c1cccc2nsnc12 (centres undefined)	4%	-1	-2%	-13%	-3%
36	CCCCNC(=O)CCCCC(=O)N/N=C/c1cccc(Cl)c1	4%	-9	0%	-3%	2%

entry	HT1080NT lethal	KB-V1 MDR tox	S2 tox	HT1080 IDH1KD tx
25	-21%	-2%	i	-30%
26	25%	5%	i	11%
27	-25%	-26%	i	-12%
28	0%	?	i	-5%
29	-15%	-5%	i	-1%
30	12%	9%	i	6%
31	-8%	?	i	-22%
32	-1%	0%	i	1%
33	.	1%	i	.
34	3%	5.8µM*	i	1%
35	6%	8%	i	8%
36	8%	?	?	8%

# Among those listed so far, two have an aryl thioether with sulfur outside any ring.
entry	SMILES	ATXN2 expr inh	IL-1B inflam inh	KB-3-1 tox	SW480 rerep	MCF10A rerep
6	CCC(=O)Nc1cc(SCCO)cc([N+](=O)[O-])c1	2%	-6	-3%	4%	6%
19	O=C(CSc1nnc(-c2cccnc2)n1-c1ccccc1)Nc1ccccn1	-5%	23	2%	4%	?

entry	HT1080NT lethal	KB-V1 MDR tox	S2 tox	HT1080 IDH1KD tx
6	-7%	-21%	i	4%
19	0%	-3%	i	2%

# Additional entries:
entry	SMILES	ATXN2 expr inh	IL-1B inflam inh	KB-3-1 tox	SW480 rerep	MCF10A rerep
37	COC(=O)C1=C(N)Oc2c(oc(CO)cc2=O)C1c1ccccc1F (centres undefined)	0%	-14	7%	-1%	-5%
38	CC(=O)Nc1ccc(C(C#N)=Cc2ccc(N(C)CCC#N)cc2)cc1	.	-30	-1%	.	.
39	C[C@H](CO)N1C[C@H](C)[C@@H](CN(C)Cc2ccc3c(c2)OCO3)Oc2c(NC(=O)Cc3ccccc3)cccc2C1=O	-7%	-18	?	7%	24%
40	O=C(NC1CCCCCCC1)c1cc(COc2ccc3ncccc3c2)on1	-33%	?	2.6µM*	11%	1%
41	CC(c1nnc(SCC(=O)Nc2cccnc2Cl)n1-c1ccccc1)N(C)C (centres undefined)	2%[11.3 µM]	-2	19%	5%	10%
42	COc1ccc2[nH]cc(/C=C/C(=O)c3ccccc3)c2c1	83%[activator]	-104*	6%	?	?
43	COCCCNC(=O)c1oc2ccc(S(=O)(=O)N3CCOCC3)cc2c1C	-19%	6	12%	-6%	-5%
44	CCN(CC(=O)NCc1ccc(F)cc1)C(=O)/C=C/c1ccc(S(=O)(=O)N(CC)CC)cc1	-22%	41	?	?	152%
45	CCN(C(=O)COC(=O)CNC(=O)c1ccc(F)cc1)C1CCS(=O)(=O)C1 (centres undefined)	-7%	0	-9%	-4%	4%
46	CCOC(=O)c1c(NC(C)=O)sc2c(OC(C)=O)cccc12	1%	-3	8%	11%	0%
47	CCCNC(=O)c1cc(C2CCCCN2S(=O)(=O)c2ccccc2)on1 (centres undefined)	-5%	7	-1%	.	.
48	CCC(C)NC(=O)C1CC(c2cccc(OC)c2)=NO1 (centres undefined)	1%	21	-5%	-2%	1%

entry	HT1080NT lethal	KB-V1 MDR tox	S2 tox	HT1080 IDH1KD tx
37	1%	0%	i	13%
38	-13%	?	i	-12%
39	?	-11%	?	?
40	-15%	1.8µM*	i	-20%
41	5%	?	i	6%
42	18µM*	0%	.	18µM*
43	-4%	-16%	i	1%
44	16µM*	?	i	4.6µM*
45	1%	11%	i	10%
46	5%	-7%	i	0%
47	19%	-4%	i	8%
48	10%	?	i	-17%

# No enrichment for hits. Share with any hit: about 11%.
